Screens (PubChem)
GlmU inhibition – inhibition of mycobacterial GlmU enzyme – biochemical, glucosamine-1-phosphate acetyltransferase (AID 1376); M. tuberculosis GlmU acetyltransferase enzyme assay; higher % means a stronger effect; inhibition, %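 (tested at 30 µM in the primary screen)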; hits with a dose series show IC50 in µM; 220,000 compounds, 0.25% hits; in the data active = inhibition above about 13%;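 also: 0% = complete reaction with vehicle and 100% = reaction without substrate; strong numbers were not always called active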
Mtb RmlCD inh – inhibitors of Mycobacterium tuberculosis RmlC and RmlD coupled enzymes. P9WH09+P9WH11. RmlC+RmlD coupled enzyme assay, percent inhibition; primary screen in compound mixtures. inhibition, % at 3.6 µM. 160,000 compounds, 0.03% hits; in the data active = inhibition mostly above about 34%, no sharp cut-off; also: some results filed as inactive read as strong as hits
Target sequence (P9WH09 whole entry, looked up): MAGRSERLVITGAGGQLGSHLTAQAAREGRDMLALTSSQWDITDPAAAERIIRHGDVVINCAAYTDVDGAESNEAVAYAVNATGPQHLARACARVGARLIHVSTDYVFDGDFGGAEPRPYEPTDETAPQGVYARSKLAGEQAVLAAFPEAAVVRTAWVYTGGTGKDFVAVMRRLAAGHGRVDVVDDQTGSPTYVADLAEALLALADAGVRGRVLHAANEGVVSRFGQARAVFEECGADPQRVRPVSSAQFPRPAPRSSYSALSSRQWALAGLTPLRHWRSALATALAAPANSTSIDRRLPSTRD
Target sequence (P9WH11 whole entry, looked up): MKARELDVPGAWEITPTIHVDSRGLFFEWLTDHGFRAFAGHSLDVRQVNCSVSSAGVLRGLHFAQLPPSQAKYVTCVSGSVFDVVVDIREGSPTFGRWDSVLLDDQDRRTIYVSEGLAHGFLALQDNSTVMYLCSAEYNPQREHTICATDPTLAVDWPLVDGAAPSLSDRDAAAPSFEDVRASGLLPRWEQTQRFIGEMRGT
An asterisk follows results filed as active; . = not tested or not shown. Only part of the results is shown; the hit share may differ from the screen's.

SMILES,GlmU inhibition,Mtb RmlCD inh
CCOc1ccc(NC(=O)c2ccccc2NS(=O)(=O)c2ccc(F)cc2)c([N+](=O)[O-])c1,2.9%,-5
Nc1cccc2[nH]c(C(F)(F)F)nc12,4.4%,3
Cc1ccc(C(=O)Nc2ccnc(-c3cccnc3)n2)cc1,-3.3%,2
NS(=O)(=O)c1ccc(NCc2cc(Cl)ccc2OCc2ccccc2F)cc1,-1.9%,-2
CC(C)C(NS(=O)(=O)c1c(Cl)cccc1Cl)C(=O)OCC(=O)c1c[nH]c2ccccc12 (centres undefined),-4.4%,.
CCOC(=O)N1CCN(C(=O)CSc2ccc(Cl)cc2)CC1,3.1%,.
Nn1cc(-c2ccccc2)nc1SCC(=O)NCC(F)(F)F,3.1%,5
O=C(Nc1nc2ccc(Cl)cc2s1)[C@@H]1CCCN1C(=O)c1cccs1,-1.1%,.
Cc1nc(-c2ccccc2)c(-c2ccccc2)[nH]1,1.1%,.
Cc1cc(-c2[nH]nc3c2C(c2ccc(Cl)cc2)C(C#N)=C(N)O3)c(C)s1 (centres undefined),3.1%,.
Cc1cc(C(=O)NNC(=S)NC(C)c2ccccc2)c2ccccc2n1 (centres undefined),2.7%,13
Cc1c(C(=O)NNC(=S)Nc2cccc(Cl)c2)nnn1-c1ccccc1,6.1%,-10
COc1ccc(C(=O)OCCN2CCCCC2)cc1,-5.3%,-11
Cc1ccc(NC(=S)N/N=C2\CCCCC2C)cc1 (centres undefined),7.0%,14
COc1ccccc1OCC#CCN1CCCCCC1,-4.7%,.
O=C(O)c1cn(Cc2ccccc2)nc1-c1ccccc1,-8.1%,10
COC(=O)CC/C(O)=C1/C(=N)CC(C)(C)CC1=O,-6.3%,8
Cc1ccc2cccc(NC(=S)NC(=O)c3c(Br)cnn3C)c2n1,3.1%,.
Cc1cc(C)c2c3c(sc2n1)C(c1cccc(F)c1)C(C#N)=C(N)O3 (centres undefined),6.9%,1
CCCN1C(=O)C(O)(c2c(C)[nH]c3ccccc23)c2ccccc21 (centres undefined),10%,-5
COc1ccc(C(c2oc(CO)cc(=O)c2O)c2oc(CO)cc(=O)c2O)cc1,0.6%,-12
CCOc1ccccc1NS(=O)(=O)c1ccc2c(c1)n(C)c(=O)c(=O)n2C,2.9%,.
O=C(NCCO)c1ccc2c3n(nc2c1)-c1ccccc1CO3,-3.7%,.
O=C(CSc1n[nH]c(=O)[nH]c1=O)N/N=C/C=C/c1ccccc1,-4.9%,5
Cc1[nH]n(-c2ccccc2)c(=O)c1N=Nc1nccs1,-0.9%,.
O=C(O)C1Nc2ccc(C(F)(F)F)cc2C2OCCC12 (centres undefined),0.0%,.
COc1ccc(NC(=O)Cn2nnc(C(=O)Nc3ccccc3C)c2N)cc1,.,5
Cc1c(NC(=O)C(C)OC(=O)c2cccc(S(=O)(=O)N(C)C)c2)c(=O)n(-c2ccccc2)n1C (centres undefined),-4.1%,.
COC(=O)CS(=O)(=O)c1ccsc1C(=O)Nc1ccc(F)c(F)c1,3.7%,2
COc1ccc(N=C2SC(CC(=O)Nc3ccccc3F)C(=O)N2Cc2ccco2)cc1 (centres undefined),6.7%,6
CCCOc1c(OC)cccc1C1CC(=O)Nc2cc3c(cc21)OCO3 (centres undefined),-8.1%,-11
O=C(Nc1ccc(Nc2ccncc2)cc1)c1ccc(Nc2ccnc3ccc([N+](=O)[O-])cc23)cc1[N+](=O)[O-],1.0%,11
CCOC(=O)/C(C#N)=C/Nc1ccccc1OC,1.8%,9
COc1ccc(-c2csc(NC(=O)C3=NN(c4ccccc4)C(=O)CC3)n2)cc1,-2.7%,-2
CCN(CC)C(=O)N1CCN(C)CC1,-0.1%,2
Cc1cc(C)n2nc(-c3ccc(F)cc3)nc2n1,6.4%,.
O=C1CC(c2cccc([N+](=O)[O-])c2)c2c(ccc3ccccc23)N1 (centres undefined),2.2%,12
Cc1ccc(OCc2nc(-c3ccc(Cl)cc3)n[nH]2)cc1,1.0%,-1
COc1ccc(CCNC(=O)C(=O)N2CCCC2)cc1OC,0.8%,.
COc1ccc(C(=O)NC2c3ccccc3-c3ccccc32)cc1,2.3%,-15
COC(=O)C(NC(C)=O)(Nc1ccc(Br)cn1)C(F)(F)F (centres undefined),-0.6%,-4
CN(C)S(=O)(=O)c1ccc(N2CCCC2)c(C(=O)Nc2nc3ccc(F)cc3s2)c1,-6.6%,8
O=C(COc1ccccc1Br)NCc1ccco1,-3.6%,8
C=CCn1c(SCC(=O)c2cccs2)nnc1-c1cccc(OC)c1,-4.1%,-7
COc1cc(OC)cc(C(=O)NCc2ccc3[nH]c(C)cc3c2)c1,-1.7%,5
Cc1ccnc(NC(=O)CS(=O)(=O)Cc2ccccc2)c1,-2.2%,.
COc1cc(/C=N/N=C2/NC(=O)C(Cc3ccc(F)cc3)S2)ccc1O (centres undefined),2.6%,0
O=C(Nc1ccc(C(=O)O)cc1)/C(=C\c1ccc2c(c1)OCO2)NC(=O)c1ccc(Br)cc1,0.7%,.
COc1ccc(/C=C2/N=C3CCCCCN3C2=O)cc1OC,-3.9%,.
Cc1ccc(S(=O)(=O)c2c(N)n(Cc3ccco3)c3nc4ccccc4nc23)cc1C,-0.2%,.

(cont.)
SMILES,GlmU inhibition,Mtb RmlCD inh
Cc1ccc(S(=O)(=O)c2nc(C)oc2NCc2ccccc2)cc1,1.2%,0
CCNC(=S)N/N=C/c1cc(C)ccc1C,6.1%,10
COc1ccnc(Oc2ccccc2)c1C(=O)N/C=N/OCc1ccc(F)cc1Cl,-4.7%,-15
CCN1CN(Cc2ccccc2)CNC1=S,-4.5%,22
Cc1cc(NC(=O)CSc2cc(Cl)ccc2Cl)n(-c2ccccc2)n1,-3.1%,1
Cc1ccc(C(=O)Oc2ccc(/C=N/NC(N)=O)cc2)cc1,-1.0%,-14
Cc1ccc(SCc2[nH]nc3c2C(C(C)C)C(C#N)=C(N)O3)cc1 (centres undefined),1.5%,19
CCCOc1ccc(-c2nc(=S)[nH][nH]2)cc1,4.7%,.
Cc1ccc(/C=C2\SC(=S)N(CCC(=O)NNC(=O)c3cccnc3)C2=O)cc1,-4.6%,-5
CCC(C(=O)NCc1ccco1)N(C(=O)CNS(=O)(=O)c1ccccc1)C1CCCCC1 (centres undefined),-2.6%,-11
Cc1cccc(-n2c(SCC(=O)Nc3ccc4c(c3)OCO4)nnc2-c2ccoc2C)c1,-3.4%,-4
Cc1ccc(S(=O)(=O)CC(=O)c2ccc([N+](=O)[O-])cc2)cc1,-7.7%,.
Cc1cccc(N2CCN(C(=O)c3cccc(S(=O)(=O)N4CCc5ccccc5C4)c3)CC2C)c1 (centres undefined),1.9%,8
CCCC(=O)C1=C(SCC)CC(C)(C)C(C(=O)OC)C1=O (centres undefined),0.1%,.
CCNC(=O)OCc1cn(-c2ccccc2)nn1,-2.1%,-3
Cc1ccc(SC(C)C(=O)NCc2ccncc2)cc1 (centres undefined),0.2%,.
Fc1ccc(N2CCN(c3nc(CN4CCOCC4)nc4scc(-c5ccccc5)c34)CC2)cc1,-4.0%,.
CCOc1cc(/C=N\NC(=O)c2ccc(NC(=O)C(C)(C)C)cc2)ccc1OC(=O)c1ccc(OC)cc1,0.6%,.
Cc1cc(C(=O)COC(=O)c2cccnc2Cl)c(C)n1-c1c(C)n(C)n(-c2ccccc2)c1=O,3.5%,-11
Cc1cc(NC(=O)CSc2nc3c(c(=O)n2Cc2ccccc2)SC(C)C3)no1 (centres undefined),1.4%,.
CC(NC(=O)/C(C#N)=C1\N=C(NC(=O)c2cccs2)c2ccccc21)c1ccccc1 (centres undefined),-3.3%,-3
Cc1ccc(CC(=O)NCc2cccnc2)cc1,-4.4%,5
O=C(NCCc1c[nH]c2ccccc12)c1ccc([N+](=O)[O-])cc1,-3.2%,-3
Cc1ccc(C)c(CN2CCC(n3nnc4cc(F)ccc43)CC2)c1,1.9%,0
Cc1ccc(NC(=O)C(c2ccc(Cl)cc2)N2CCCCC2)cc1 (centres undefined),-3.1%,-9
COc1cccc(C(=O)c2c(C)c(CCC#N)n3ccccc23)c1,-4.0%,.
O=C1c2ccccc2NC(c2ccccc2Cl)N1N=C1CCCCCC1 (centres undefined),1.2%,10
CCC(=O)Nc1cc(-c2nn(CC(=O)N3CCCCC3)c(=O)c3ccccc23)ccc1N1CCOCC1,3.5%,.
N/C(=N/O)c1nc(N2CCCC2)nc(N(c2ccccc2)c2ccccc2)n1,-4.8%,24
C=CCOc1ccccc1CN1CCSCC1,-4.4%,-11
COc1ccc(CCNC(=O)C2CC(=O)N(c3ccc(F)cc3)C2)cc1OC (centres undefined),2.6%,.
O=c1[nH]c(CN2CC=C(c3ccccc3)CC2)nc2scc(-c3cccs3)c12,-2.4%,.
CC1=CC(=C(C#N)C#N)C=C(C)N1CCN1CCNCC1,-3.9%,-10
Clc1cccc(Cl)c1Cn1cnc2c(NCc3ccco3)ncnc21,-0.9%,-4
CC(O)CNc1ccc([N+](=O)[O-])cc1S(=O)(=O)N1CCOCC1 (centres undefined),2.6%,-12
CC(=O)c1ccc(O)c(CSc2nncn2C)c1,1.0%,-10
CCCC(=O)Nc1nc2c(c(=O)[nH]1)CCCC2,7.9%,-1
Cc1ccc(SCc2cc(=O)[nH]c(N3CCN(C)CC3)n2)cc1,2.8%,-9
N#CCCn1c(O)c(N=NC(=O)CNC(=O)c2cccs2)c2ccccc21,-4.0%,-1
Fc1ccc(/C=N/NC(=S)Nc2cccnc2)cc1F,1.6%,.
Clc1ccc(N/N=C/c2ccncc2)cc1Cl,2.0%,-5
O=C(Nc1nc2ccccc2s1)Nc1ccc([N+](=O)[O-])cc1Cl,3.0%,8
COc1nc(Oc2ccc(/C=N/O)cc2)nc(N(C)C)n1,-2.3%,.
Brc1ccc(C2=Nn3c(nnc3-c3n[nH]c4c3CCC4)SC2)cc1,-1.2%,10
O=C(NCCN1CCN(c2cccc(Cl)c2)CC1)C1CCCN(S(=O)(=O)c2cnc[nH]2)C1 (centres undefined),-2.8%,6
CCCn1c(SCc2nc3sc(C)c(C)c3c(=O)[nH]2)nc2ccccc2c1=O,-0.1%,-6
CC(C)(C)c1cn(-c2ccccc2)c(=S)[nH]1,6.3%,-39
CCOC(=O)N1CCC(N2CCN(Cc3ccccc3)C(CCO)C2)CC1 (centres undefined),-3.1%,-3
Cc1ccc(NC(=O)C2C3CCCC2C3c2ccccc2)cc1C (centres undefined),-3.2%,.
O=C(CCN1CCN(c2ccccc2)CC1)Nc1ccccc1F,-3.2%,-8

Sorted by molecular weight (ascending): 3 of the compounds above.
SMILES,GlmU inhibition,Mtb RmlCD inh
Clc1cccc(Cl)c1Cn1cnc2c(NCc3ccco3)ncnc21,-0.9%,-4
COc1ccc(CCNC(=O)C2CC(=O)N(c3ccc(F)cc3)C2)cc1OC (centres undefined),2.6%,.
Brc1ccc(C2=Nn3c(nnc3-c3n[nH]c4c3CCC4)SC2)cc1,-1.2%,10

(more compounds)
SMILES,GlmU inhibition,Mtb RmlCD inh
O=C(CCN1C(=O)C2C3CCC(C3)C2C1=O)OCC(=O)c1cccc([N+](=O)[O-])c1 (centres undefined),2.5%,1
Cc1ccc(C)c(NS(=O)(=O)c2ccc(NC(=O)CSc3ccc(Cl)cc3)cc2)c1,0.4%,4
CC(=O)Nc1ccc(SC[C@H](Cc2ccccc2)N2CCN(CC(C)C)CCC2=O)cc1,-0.3%,.
O=C(Nc1ccc(F)cc1)C(c1ccccc1)N1CCN(S(=O)(=O)c2ccc3ccccc3c2)CC1 (centres undefined),-2.5%,-1
N=c1ncn(Cc2ccccc2)c2nc(SCCOc3ccccc3)[nH]c12,-0.1%,24
Cc1sc(NC(=O)CN(CCc2ccccc2)C(=O)C2CC2)c(C(N)=O)c1C,-0.1%,-3
COCCn1c(-c2ccccc2)nc(=S)c2c1CC(C)(C)OC2,0.2%,-5
O=C(c1ccco1)N1CCN(Cc2nc3cc(Cl)ccc3c(=O)[nH]2)CC1,3.3%,-10
CN=C(NC#N)NCCSCc1nc[nH]c1C,-5.1%,.
O=C(Nc1nnc(COc2ccc(Cl)cc2)s1)c1ccco1,1.5%,-10
Cc1ccc(C)c(N2CCN(C(=O)CCCCn3c(=O)[nH]c4ccccc4c3=O)CC2)c1,-5.4%,44
CCCCc1nc(NCc2ccccc2)c(C#N)c2c1COC(C)(C)C2,-6.4%,.

Reformatted: results already given
> N=c1ncn(Cc2ccccc2)c2nc(SCCOc3ccccc3)[nH]c12
- GlmU inhibition: -0.1%
- Mtb RmlCD inh: 24
> Cc1sc(NC(=O)CN(CCc2ccccc2)C(=O)C2CC2)c(C(N)=O)c1C
- GlmU inhibition: -0.1%
- Mtb RmlCD inh: -3
> COCCn1c(-c2ccccc2)nc(=S)c2c1CC(C)(C)OC2
- GlmU inhibition: 0.2%
- Mtb RmlCD inh: -5
> O=C(c1ccco1)N1CCN(Cc2nc3cc(Cl)ccc3c(=O)[nH]2)CC1
- GlmU inhibition: 3.3%
- Mtb RmlCD inh: -10

A different layout for 2 compounds above.
Results follow in this order: GlmU inhibition	Mtb RmlCD inh
- CC(=O)Nc1ccc(SC[C@H](Cc2ccccc2)N2CCN(CC(C)C)CCC2=O)cc1
  -0.3%	.
- O=C(Nc1ccc(F)cc1)C(c1ccccc1)N1CCN(S(=O)(=O)c2ccc3ccccc3c2)CC1 (centres undefined)
  -2.5%	-1
